Screening data: PubChem BioAssay, several laboratories
M1AAP inhibition = P. falciparum M1AAP inhibitors, biochemical, fluorogenic H-Leu-NHMec substrate, 1536-well (AID 1445); Aminopeptidase N (Plasmodium falciparum (isolate 3D7)); recombinant M1AAP, H-Leu-NHMec fluorogenic kinetic assay; higher % means a stronger effect; inhibition, % at 30 µM; hits with a dose series show IC50 in µM; actives 0.42% (n = 220,000);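 active = primary inhibition above the hit cutoff, then over 50% inhibition at one or more dose response concentrations, cut at about 23% in these data, passing the limit was not always enough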;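 also: plate controls were DMSO full reaction for no effect and no enzyme background for full effect; strong numbers were not always called active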
LYP phosphatase = inhibitors of LYP phosphatase, biochemical, fluorescence intensity, uHTS (AID 1779). Tyrosine-protein phosphatase non-receptor type 22 (Homo sapiens). recombinant LYP phosphatase, fluorescence intensity; higher % means a stronger effect. one-dose inhibition, % at 11.5 µM; IC50 in µM for titrated hits. actives 0.054% (n = 290,000);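 also: plate controls were vehicle with enzyme for no effect and no enzyme for full effect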
human PMI inhibition = inhibitors of human PMI, primary screen, biochemical, fluorescence intensity, coupled assay (AID 1209) | actives 0.42% (n = 190,000) | inhibition, % at 20 µM, or IC50 in µM where a hit was titrated | Mannose-6-phosphate isomerase (Homo sapiens) | purified PMI enzyme, coupled fluorescence intensity; higher % means a stronger effect;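 also: plate controls were DMSO vehicle for no effect and wells lacking substrate for full effect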
PMI inhibition = human PMI inhibitors, high substrate, primary screen, biochemical, fluorescence intensity, high mannose 6-phosphate (AID 1220); one-dose inhibition, % at 20 µM; IC50 in µM for titrated hits; actives 0.66% (n = 190,000); recombinant PMI enzyme, coupled fluorescence intensity; higher % means a stronger effect
XIAP antagonists = XIAP antagonists, biochemical, IAP family, fluorescence polarization (AID 1018). E3 ubiquitin-protein ligase XIAP (Homo sapiens). XIAP BIR domain, fluorescence polarization peptide displacement; higher % means a stronger effect. displacement, % at 20 µM; hits with a dose series show IC50 in µM. actives 0.007% (n = 200,000); in the data active = displacement above about 50%; also: a part of the inactive calls stands beside numbers as strong as those of hits
TNAP activation fold = human TNAP enzyme activators, primary screen, biochemical, luminescent, no phosphate acceptor, uHTS (AID 1001); activation fold at 20 µM; hits with a dose series show EC50 in µM; actives 0.03% (n = 200,000); purified TNAP, luminescent activation assay, no phosphate acceptor; higher activation fold means a stronger effect; in the data active = activation fold from about 3, or a potency from the dose series; inactive = the rest, 99 in 100 with activation fold below about 1.6; also: many of its hits are not listed in these tables
WT yeast gro inh = growth inhibition of WT strain, primary screen, mitochondrial fusion inhibitor project, WT and mutant strains, chemical genetic. mitochondrial fusion phenotypic screen. inhibition, % at 10 µM. actives 2.1% (n = 190,000). AID 1362, 2008; in the data active = inhibition above about 58%; tested in S. cerevisiae
M17LAP inhibition = P. falciparum M17LAP inhibitors, primary screen, biochemical, fluorogenic H-Leu-NHMec substrate, 1536-well (AID 1619) | inhibition, % at 30 µM; hits with a dose series show IC50 in µM | recombinant M17LAP, H-Leu-NHMec fluorogenic kinetic assay; higher % means a stronger effect | actives 0.38% (n = 220,000) | Leucine aminopeptidase (Plasmodium falciparum (isolate 3D7));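 active = compound inhibiting the enzyme by more than half at any dose during confirmatory dose-response retesting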;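 also: plate controls were full reaction with DMSO carrier for no effect and no enzyme background for full effect; strong numbers were not always called active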
Yfh1-off respiration = enhancers of respiration in Yfh1-depleted yeast, dose response, Friedreich's ataxia, plus single-dose screen (AID 1465); S. cerevisiae Yfh1-off respiration, WST-1 reduction, 72 h; higher fold induction means a stronger effect; fold induction at 50 µM, or EC50 in µM where a hit was titrated; actives 0.074% (n = 220,000);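 active = fold induction of absorbance versus untreated yeast above a set limit, then at least 30% activation at any dose in follow-up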;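 also: activators that raise dye reduction in frataxin-depleted yeast; strong numbers were not always called active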
WT yeast gro inh mutant strain = second read-out of WT yeast gro inh, no call of its own (marks repeat the call); inhibition, %; mitochondrial fusion phenotypic screen, mutant strain inhibition
Active calls of the source: *. Rule as the data show it, unless noted: active = inhibition above about 50%; inactive = the rest.

For Cc1ccc(-n2ncc3c(NCCCOC(C)C)ncnc32)c(C)c1 the results were M1AAP inhibition 3%, WT yeast gro inh 22, M17LAP inhibition 13%, Yfh1-off respiration inactive and WT yeast gro inh mutant strain -12.
Screening O=C(NCc1ccco1)C(c1ccc(F)cc1)N(C(=O)Cc1cccs1)c1cccnc1 (stereo not given) returned M1AAP inhibition 3%, LYP phosphatase -5%, human PMI inhibition 11%, PMI inhibition 12%, XIAP antagonists -8.6%, TNAP activation fold 1, WT yeast gro inh -4, M17LAP inhibition -5%, Yfh1-off respiration inactive and WT yeast gro inh mutant strain -1.
CC(C)CCOc1cccc(OCC(=O)N(C)C2CCS(=O)(=O)C2)c1 (stereo not given) was read as M1AAP inhibition -6%, LYP phosphatase -2%, human PMI inhibition 4%, PMI inhibition 10%, XIAP antagonists -17%, TNAP activation fold 1, WT yeast gro inh 1, M17LAP inhibition -2%, Yfh1-off respiration inactive and WT yeast gro inh mutant strain -11.
For O=C(Cn1c(CC(=O)N2CCOCC2)nc2ccccc21)Nc1ccc2c(c1)OC(F)(F)O2 the results were M1AAP inhibition 7%, LYP phosphatase -4%, human PMI inhibition 7%, PMI inhibition 0%, XIAP antagonists -3.5%, TNAP activation fold 1.1, WT yeast gro inh -28, M17LAP inhibition 7%, Yfh1-off respiration inactive and WT yeast gro inh mutant strain -12.
Cc1ccc(-n2nc(C)c(C3C(C#N)=C(N)OC4=C3C(=O)CC(C)(C)C4)c2Cl)cc1 (stereo not given) was read as LYP phosphatase -8%, human PMI inhibition -2%, PMI inhibition 1%, XIAP antagonists -0.6% and TNAP activation fold 1.1.
`Nc1nc(-c2ccc(Br)cc2)c(S(=O)(=O)c2ccccc2)s1` gave M1AAP inhibition 3%, LYP phosphatase 1%, human PMI inhibition 9%, PMI inhibition 13%, XIAP antagonists -3.1%, TNAP activation fold 1, WT yeast gro inh -21, M17LAP inhibition 8%, Yfh1-off respiration inactive and WT yeast gro inh mutant strain -9.
For NC(=O)CN1C(=O)C2CCCCN2C(=O)c2ccccc21 (stereo not given) the results were M1AAP inhibition -5%, LYP phosphatase -1%, human PMI inhibition 3%, PMI inhibition 8%, XIAP antagonists -0.8%, TNAP activation fold 1.1, WT yeast gro inh -2, M17LAP inhibition -6%, Yfh1-off respiration inactive and WT yeast gro inh mutant strain -18.
`Cc1ccc(-c2noc(COc3ccc4c(c3)OCO4)n2)cc1` gave M1AAP inhibition 7%, LYP phosphatase -4%, human PMI inhibition -2%, PMI inhibition -2%, XIAP antagonists -5.0%, TNAP activation fold 1.1, WT yeast gro inh -15, M17LAP inhibition -7%, Yfh1-off respiration inactive and WT yeast gro inh mutant strain -1.
Screening O=C1CCCC(O)=C1N=Nc1ccc2c(c1)OCO2 returned M1AAP inhibition 10%, LYP phosphatase 4%, human PMI inhibition 4%, PMI inhibition 6%, XIAP antagonists -3.0%, TNAP activation fold 0.8, WT yeast gro inh 8, M17LAP inhibition 55%, Yfh1-off respiration inactive and WT yeast gro inh mutant strain 23.
Cc1sc2ncnc(SCC(=O)c3ccc4c(c3)OCCO4)c2c1-c1ccccc1 was read as M1AAP inhibition 0%, LYP phosphatase 2%, human PMI inhibition 27%, PMI inhibition 7%, XIAP antagonists -19%, TNAP activation fold 1.2, WT yeast gro inh -3, M17LAP inhibition -1% and WT yeast gro inh mutant strain -11.
Screening Cc1ccc(CNC(=O)C2CC(c3ccc([N+](=O)[O-])cc3)=NO2)cc1 (stereo not given) returned M1AAP inhibition 6%, LYP phosphatase 4%, human PMI inhibition -11%, PMI inhibition -12%, XIAP antagonists -0.5%, TNAP activation fold 1, WT yeast gro inh 35, M17LAP inhibition 8%, Yfh1-off respiration inactive and WT yeast gro inh mutant strain 19.
Screening COc1ccccc1CNC(=O)C1CCCN(S(C)(=O)=O)C1 (stereo not given) returned M1AAP inhibition -1%, LYP phosphatase -1%, human PMI inhibition 13%, PMI inhibition 8%, XIAP antagonists -5.6%, TNAP activation fold 1.1, WT yeast gro inh -1, M17LAP inhibition 3%, Yfh1-off respiration inactive and WT yeast gro inh mutant strain 13.
Screening Fc1ccc(-c2nc3nc4ccccc4nc3n2Cc2ccco2)cc1 returned M1AAP inhibition 7%, LYP phosphatase -10%, human PMI inhibition 3%, PMI inhibition -2%, XIAP antagonists -3.4%, TNAP activation fold 1.1, WT yeast gro inh 6, M17LAP inhibition -14%, Yfh1-off respiration inactive and WT yeast gro inh mutant strain 1.
O=C(CC1S/C(=N/N=C/C=C/c2ccccc2)NC1=O)Nc1ccc(Cl)c(Cl)c1 (stereo not given) was read as M1AAP inhibition -1%, LYP phosphatase -2%, human PMI inhibition -2%, PMI inhibition -3%, XIAP antagonists -4.5%, TNAP activation fold 1.3, WT yeast gro inh 15, M17LAP inhibition 16%, Yfh1-off respiration inactive and WT yeast gro inh mutant strain 18.
COc1ccc(OC)c(-n2c(O)cnc2Nc2nc(C)cc(C)n2)c1 was read as M1AAP inhibition -3%, LYP phosphatase 2%, human PMI inhibition -5%, PMI inhibition -2%, XIAP antagonists -7.3%, TNAP activation fold 0.9, WT yeast gro inh -5, M17LAP inhibition 0%, Yfh1-off respiration inactive and WT yeast gro inh mutant strain -2.
For Cn1c(CCC(=O)OCC(=O)NCC(F)(F)F)nc(=O)c2ccccc21 the results were M1AAP inhibition 6%, LYP phosphatase -9%, human PMI inhibition -6%, PMI inhibition -9%, XIAP antagonists -11%, TNAP activation fold 1, WT yeast gro inh -14, M17LAP inhibition -4%, Yfh1-off respiration inactive and WT yeast gro inh mutant strain 7.
Screening O=S(=O)(c1ccc(Cl)cc1)N1CCSC1c1ccco1 (stereo not given) returned M1AAP inhibition 7%, LYP phosphatase 6%, human PMI inhibition 8%, PMI inhibition 28%, XIAP antagonists -2.3%, TNAP activation fold 1.1, WT yeast gro inh 3, M17LAP inhibition 12%, Yfh1-off respiration inactive and WT yeast gro inh mutant strain 4.
`O=C(COc1ccccc1F)N/N=C1\CCCc2ccccc21` gave M1AAP inhibition 2%, LYP phosphatase -7%, human PMI inhibition 13%, PMI inhibition 3%, XIAP antagonists 0.5%, TNAP activation fold 1, WT yeast gro inh -14, M17LAP inhibition 0%, Yfh1-off respiration inactive and WT yeast gro inh mutant strain -2.
`O=S1(=O)C=CC(c2ccccc2)C1` (stereo not given) gave M1AAP inhibition 1%, LYP phosphatase -10%, M17LAP inhibition -8% and Yfh1-off respiration inactive.
`CC(C)(O)C#Cc1ccc(CN2CCN(C3CCCCC3)C(CCO)C2)s1` (stereo not given) gave M1AAP inhibition -2%, LYP phosphatase -6%, human PMI inhibition 0%, PMI inhibition -4%, XIAP antagonists -4.6%, TNAP activation fold 1, WT yeast gro inh 0, M17LAP inhibition 0%, Yfh1-off respiration inactive and WT yeast gro inh mutant strain 22.
O=C(c1cccs1)N1CCN=C1SCc1cccc(F)c1 was read as M1AAP inhibition -1%, LYP phosphatase -6%, M17LAP inhibition 3% and Yfh1-off respiration inactive.
O=C(c1ccc(Cl)c(S(=O)(=O)N2CCCC2)c1)N1CCN(c2ncccn2)CC1 was read as M1AAP inhibition 15%, LYP phosphatase -3%, human PMI inhibition 0%, PMI inhibition 4%, XIAP antagonists -5.2%, TNAP activation fold 1.1, WT yeast gro inh -4, M17LAP inhibition 0%, Yfh1-off respiration inactive and WT yeast gro inh mutant strain 10.
O=C(NC1CC1)C1CCN(C2CCN(C(=O)Cc3ccc(F)cc3)CC2)CC1 was read as M1AAP inhibition 8%, LYP phosphatase -10%, human PMI inhibition -2%, PMI inhibition -1%, XIAP antagonists -11%, TNAP activation fold 1.1, WT yeast gro inh 9, M17LAP inhibition 3%, Yfh1-off respiration inactive and WT yeast gro inh mutant strain 7.
CCn1c(=NC(=O)C2COc3ccccc3O2)sc2c(OC)ccc(OC)c21 (stereo not given) was read as M1AAP inhibition -1%, LYP phosphatase -1%, M17LAP inhibition 1% and Yfh1-off respiration inactive.
Screening CCOc1cc(NS(=O)(=O)c2ccc(OC)cc2)c(OCC)cc1NC(C)=O returned M1AAP inhibition 7%, LYP phosphatase -2%, human PMI inhibition 12%, PMI inhibition 17%, XIAP antagonists -1.0%, TNAP activation fold 1.1, WT yeast gro inh -12, M17LAP inhibition -5%, Yfh1-off respiration inactive and WT yeast gro inh mutant strain -8.
For Nc1cc(N)nc(SCc2nnnn2-c2ccc(Cl)cc2)n1 the results were M1AAP inhibition 4%, LYP phosphatase -9%, human PMI inhibition -2%, PMI inhibition 10%, XIAP antagonists -13%, TNAP activation fold 1.1, WT yeast gro inh 11, M17LAP inhibition 10%, Yfh1-off respiration inactive and WT yeast gro inh mutant strain -12.
Screening COC(=O)CNC(=O)COC(=O)c1cc(Cl)cc(Cl)c1N returned M1AAP inhibition 9%, LYP phosphatase -2%, human PMI inhibition -7%, PMI inhibition 14%, XIAP antagonists -3.7%, TNAP activation fold 0.9, WT yeast gro inh -9, M17LAP inhibition -175%, Yfh1-off respiration inactive and WT yeast gro inh mutant strain -8.
`NS(=O)(=O)c1ccc(CCNC(=O)C2CCCN(S(=O)(=O)c3cccnc3)C2)cc1` (stereo not given) gave M1AAP inhibition 14%, LYP phosphatase -10%, human PMI inhibition -4%, PMI inhibition -2%, XIAP antagonists -3.1%, TNAP activation fold 1.1, WT yeast gro inh 10, M17LAP inhibition -9%, Yfh1-off respiration inactive and WT yeast gro inh mutant strain 1.
`CSC(SC)=C(C(C)=O)C(=O)c1ccc(C)cc1` gave M1AAP inhibition 0%, LYP phosphatase -7%, human PMI inhibition -9%, PMI inhibition -18%, XIAP antagonists -5.9%, TNAP activation fold 1, WT yeast gro inh -19, M17LAP inhibition 2%, Yfh1-off respiration inactive and WT yeast gro inh mutant strain 16.
Screening NS(=O)(=O)c1ccc(NC(=S)NCCc2ccccc2)cc1 returned M1AAP inhibition -2%, LYP phosphatase -5%, human PMI inhibition 6%, PMI inhibition -3%, XIAP antagonists -2.3%, TNAP activation fold 1, WT yeast gro inh -13, M17LAP inhibition -7%, Yfh1-off respiration inactive and WT yeast gro inh mutant strain 0.

Gathered by group: the entries above containing an aryl thioether with sulfur outside any ring (2)
Cc1sc2ncnc(SCC(=O)c3ccc4c(c3)OCCO4)c2c1-c1ccccc1 was read as M1AAP inhibition 0%, LYP phosphatase 2%, human PMI inhibition 27%, PMI inhibition 7%, XIAP antagonists -19%, TNAP activation fold 1.2, WT yeast gro inh -3, M17LAP inhibition -1% and WT yeast gro inh mutant strain -11.
For Nc1cc(N)nc(SCc2nnnn2-c2ccc(Cl)cc2)n1 the results were M1AAP inhibition 4%, LYP phosphatase -9%, human PMI inhibition -2%, PMI inhibition 10%, XIAP antagonists -13%, TNAP activation fold 1.1, WT yeast gro inh 11, M17LAP inhibition 10%, Yfh1-off respiration inactive and WT yeast gro inh mutant strain -12.
